Screens (PubChem BioAssay)
RGS7-Gao reg – RGS7-Galphao binding modulators, primary screen, biochemical, multiplexed bead flow cytometry; actives lie on both sides; binding response (% of control), % at 10 µM; 220,000 tested, 0.35% active; in the data active means binding response below about 49% or above about 150%; inconclusive means no clear call, values can overlap the other calls; inactive means in between;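 further: fluorescent Galphao held in activated GDP-AlF4 state binding bead-coupled RGS7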
Bcl-2 Bim block – inhibitors of Bim-Bcl-2 binding, primary screen, biochemical, multiplexed, human Bcl-2 family; Bead-based flow cytometry, Bim peptide-Bcl-2 binding; Apoptosis regulator Bcl-2 (Homo sapiens), P10415; 190,000 tested, 0.06% active; inhibition, % at 10 µM; in the data active means inhibition above about 40%; inconclusive means no clear call, values can overlap the other calls;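 further: 0% = no compound wells with probe peptide and 100% = reference peptide inhibitor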
Target sequence (P10415 whole entry, looked up): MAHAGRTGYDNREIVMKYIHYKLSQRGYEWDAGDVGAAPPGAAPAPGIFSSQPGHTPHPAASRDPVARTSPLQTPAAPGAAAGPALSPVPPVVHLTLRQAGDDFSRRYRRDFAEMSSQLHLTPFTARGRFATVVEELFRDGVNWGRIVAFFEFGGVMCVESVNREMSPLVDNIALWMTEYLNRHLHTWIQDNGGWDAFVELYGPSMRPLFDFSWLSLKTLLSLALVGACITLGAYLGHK
RGS4-Gao reg – modulators of RGS4 binding to Galphao, primary screen, biochemical, multiplexed bead flow cytometry | Guanine nucleotide-binding protein G(o) subunit alpha (Homo sapiens), P09471 | actives lie on both sides | binding response (% of control), % at 10 µM | 220,000 tested, 0.33% active | AID 1415, 2008; in the data active means binding response below about 49% or above about 150%; inactive means in between;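 further: fluorescent Galphao activated with aluminum fluoride binding bead-coupled RGS4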
Bim-Bfl-1 – inhibitors of Bim binding to Bfl-1, primary screen, biochemical, multiplexed, bead-based flow cytometry | Bim-Bfl-1 binding inhibition | AID 1008, 2008 | inhibition, % at 10 µM | 190,000 tested, 0.12% active;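 further: 0% = wells without compound plus tracer and 100% = blocker peptide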
RGS8-Gao – RGS8-Galphao binding modulators, primary screen, biochemical, multiplexed bead flow cytometry. response (percent of control binding), % at 10 µM. AID 1423, 2008. actives lie on both sides. Guanine nucleotide-binding protein G(o) subunit alpha (Homo sapiens), P09471. 220,000 tested, 0.34% active; in the data active means response below about 60% or above about 140%; inactive means in between;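 further: Galphao activated as the GDP aluminium fluoride complex binding bead-coupled RGS8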
Bim-Bcl-W – inhibitors of Bim binding to Bcl-W, primary screen, biochemical, multiplexed, bead-based flow cytometry. Bim peptide-Bcl-W binding. Bcl-2-like protein 2 (Homo sapiens), Q92843. inhibition, % at 10 µM. 190,000 tested, 0.02% active;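 further: 0% = bound tracer without compound and 100% = peptide blocker; higher means less fluorescent Bim peptide bound to Bcl-W beads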
Target sequence (Q92843 whole entry, looked up): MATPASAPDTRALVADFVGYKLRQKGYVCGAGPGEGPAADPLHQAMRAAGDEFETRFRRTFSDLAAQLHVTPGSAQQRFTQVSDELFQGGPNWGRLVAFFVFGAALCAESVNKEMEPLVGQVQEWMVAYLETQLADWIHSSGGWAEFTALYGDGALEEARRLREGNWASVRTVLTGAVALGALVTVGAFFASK
ABCB1 inh – ABCB1 efflux pump inhibitors, primary screen, cell-based, multiplex, flow cytometry, ABCG2 counter-screen; CCRF-Adr cells, JC-1 efflux; inhibition, % at 6.6 µM; 190,000 tested, 0.067% active; in the data active means inhibition above about 40%;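 further: 0% = vehicle and 100% = reference inhibitor; higher value means more JC-1 retained so stronger ABCB1 efflux block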
ABCG2 block – ABCG2 efflux pump inhibitors, primary screen, multiplex with ABCB1, IgMXP3 cells, flow cytometry | Broad substrate specificity ATP-binding cassette transporter ABCG2 (Homo sapiens), Q9UNQ0 | JC-1 efflux | inhibition, % at 6.6 µM | 190,000 tested, 0.1% active;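 active means inhibition above 80%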;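 further: 0% = DMSO and 100% = nicardipine control wells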
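Assay system – ABCG2 IgMXP3 and barcoded ABCB1 CCRF-Adr cell mix · Input – 3 million cells/mL in well · Reagent – JC-1 fluorescent substrate · Compound – single test compound dose, 6.6 µM final · Timing – 10 min exposure at 25 °C with rotation, no wash · Detection – flow cytometry of retained JC-1 fluorescence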
Bim-Bcl-B – inhibitors of Bim-Bcl-B binding, primary screen, biochemical, multiplexed, human Bcl-2 family. Bcl-2-like protein 10 (Homo sapiens), Q9HD36. bead-based flow cytometry, Bim peptide-Bcl-B binding. inhibition, % at 10 µM. 190,000 tested, 0.073% active;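 further: 0% = tracer peptide without compound and 100% = reference inhibitor peptide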
Target sequence (Q9HD36 whole entry, looked up): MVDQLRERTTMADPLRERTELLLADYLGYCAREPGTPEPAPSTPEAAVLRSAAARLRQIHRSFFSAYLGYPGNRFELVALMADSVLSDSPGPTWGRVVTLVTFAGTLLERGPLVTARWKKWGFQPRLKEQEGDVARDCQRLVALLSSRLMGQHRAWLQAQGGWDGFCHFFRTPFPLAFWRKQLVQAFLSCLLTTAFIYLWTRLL
Bim-Bcl-XL – inhibitors of Bim-Bcl-XL binding, primary screen, biochemical, multiplexed, bead flow cytometry, human Bcl-XL. AID 1007, 2008. Bcl-2-like protein 1 (Homo sapiens), Q07817. 190,000 tested, 0.04% active. Bim peptide-Bcl-XL binding, fluorescence. inhibition, % at 10 µM
Mcl-1 Bim block – inhibitors of Bim peptide binding to Mcl-1, primary screen, biochemical, bead-based flow cytometry, multiplex | Induced myeloid leukemia cell differentiation protein Mcl-1 (Homo sapiens), Q07820 | Bim peptide-Mcl-1 binding | inhibition, % at 10 µM | 190,000 tested, 0.1% active | AID 1009, 2008;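 further: 0% = no compound tracer wells and 100% = peptide blocker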
Target sequence (Q07820 whole entry, looked up): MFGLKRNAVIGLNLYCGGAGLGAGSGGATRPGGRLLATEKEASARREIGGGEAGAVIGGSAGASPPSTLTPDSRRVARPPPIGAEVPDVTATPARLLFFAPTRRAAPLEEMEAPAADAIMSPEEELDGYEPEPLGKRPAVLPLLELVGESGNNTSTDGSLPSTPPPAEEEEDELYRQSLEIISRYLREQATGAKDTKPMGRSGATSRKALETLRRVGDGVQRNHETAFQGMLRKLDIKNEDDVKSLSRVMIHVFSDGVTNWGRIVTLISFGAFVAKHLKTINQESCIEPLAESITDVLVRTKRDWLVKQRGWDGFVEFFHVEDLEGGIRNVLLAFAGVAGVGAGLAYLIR
Numbers without * were called inactive; ? = inconclusive. Unless noted, no stated cut-off is given here; in the data, active means inhibition above about 40%.

SMILES | RGS7-Gao reg | Bcl-2 Bim block | RGS4-Gao reg | Bim-Bfl-1 | RGS8-Gao | Bim-Bcl-W | ABCB1 inh | ABCG2 block | Bim-Bcl-B | Bim-Bcl-XL | Mcl-1 Bim block
O=C(NNc1ccc([N+](=O)[O-])cc1)C1CC2CCCC(C1)C2=O (stereo not drawn) | 103 | -4 | 106 | -11 | 104 | 0 | -0.1 | -1 | -7 | -19 | -4
CCOc1ccc2[nH]c(=O)c(CN(CCc3ccccc3)C(=O)N3CCOCC3)cc2c1 | 101 | -4 | 99 | -14 | 101 | -1 | 0.5 | 6 | -9 | -2 | -3
Cc1csc(NC(=O)CSc2nc3sc(C)c(C)c3c(=O)[nH]2)n1 | 108 | -9 | 99 | -5 | 99 | 0 | 0.3 | 1 | -23 | -14 | -4
CC(=O)c1c(C)[nH]c(C(=O)Nc2ccc(Cl)c(S(=O)(=O)N3CCOCC3)c2)c1C | 103 | -7 | 98 | -10 | 98 | -1 | 0.3 | 9 | -9 | -7 | -3
FC(F)(F)c1cc(-c2ccco2)nc(N2CCN(c3ccccc3)CC2)n1 | 96 | -2 | 98 | -2 | 98 | 1 | 0.8 | 4 | 2 | 0 | 0
CS(=O)(=O)N(Cc1ccc(Cl)cc1)c1ccc(C(=O)NCCSCc2ccco2)cc1 | 98 | -6 | 98 | -14 | 100 | -2 | 0.6 | 2 | -7 | -4 | 0
O=C(O)C(c1ccccc1)N1CCCC1 (stereo not drawn) | 101 | -13 | 104 | -21 | 100 | -3 | 0.0 | -1 | -8 | -6 | -3
Clc1ncccc1-c1nc2ccccc2n1Cc1ccccc1 | 100 | 0 | 100 | 0 | 98 | 0 | 0.9 | 2 | -2 | 2 | 3
Cc1c(Cl)ccc2c1NC(=O)[C@]21N[C@@H](CCC(N)=O)[C@H]2C(=O)N(c3ccc(F)cc3)C(=O)[C@H]21 | 101 | -11 | 104 | -16 | 100 | -2 | 0.3 | 2 | -6 | 0 | -1
COc1ccc(-c2c(C(C)=O)c(C)nc3sc4c(=O)[nH]nnc4c23)cc1 | 100 | 0 | 99 | -1 | 97 | 0 | -0.1 | 22 | -3 | -2 | 0
CCOC(=O)Cc1c(C)nc2c(-c3ccc(Cl)cc3)c[nH]n2c1=O | 98 | 0 | 97 | -3 | 94 | 0 | 0.1 | 2 | -9 | 0 | 3
Cc1cc(=O)oc2cc(OC(C)C(=O)N3CCCc4ccccc43)ccc12 (stereo not drawn) | 105 | -2 | 102 | 0 | 99 | -1 | 2.1 | 7 | 0 | -3 | -3
Cc1cccc(OCC(O)CN2C(C)(C)CC(O)CC2(C)C)c1C (stereo not drawn) | 99 | 2 | 92 | 1 | 101 | 1 | 0.7 | 2 | -1 | -2 | 0
S=c1[nH]nc(COc2ccc3ccccc3c2)o1 | 105 | 8 | 100 | 16 | 103 | -9 | -0.2 | 14 | -85 | 0 | 0
O=C1CSC(c2cn(-c3ccccc3)nc2-c2cccs2)N1CC1CCCO1 (stereo not drawn) | 106 | -9 | 104 | -8 | 102 | 0 | 1.3 | 2 | -9 | -4 | 0

Compound profiles, from the list above.
Listed for `CC(=O)c1c(C)[nH]c(C(=O)Nc2ccc(Cl)c(S(=O)(=O)N3CCOCC3)c2)c1C` : RGS7-Gao reg: 103; Bcl-2 Bim block: -7; RGS4-Gao reg: 98; Bim-Bfl-1: -10; RGS8-Gao: 98; Bim-Bcl-W: -1; ABCB1 inh: 0.3; ABCG2 block: 9; Bim-Bcl-B: -9; Bim-Bcl-XL: -7; Mcl-1 Bim block: -3
Listed for `Cc1cc(=O)oc2cc(OC(C)C(=O)N3CCCc4ccccc43)ccc12` (stereo not drawn) : RGS7-Gao reg: 105; Bcl-2 Bim block: -2; RGS4-Gao reg: 102; Bim-Bfl-1: 0; RGS8-Gao: 99; Bim-Bcl-W: -1; ABCB1 inh: 2.1; ABCG2 block: 7; Bim-Bcl-B: 0; Bim-Bcl-XL: -3; Mcl-1 Bim block: -3

Next part
SMILES | RGS7-Gao reg | Bcl-2 Bim block | RGS4-Gao reg | Bim-Bfl-1 | RGS8-Gao | Bim-Bcl-W | ABCB1 inh | ABCG2 block | Bim-Bcl-B | Bim-Bcl-XL | Mcl-1 Bim block
COc1cc(C(=O)N(Cc2ccco2)Cc2cc3ccccc3[nH]c2=O)cc(OC)c1OC | 98 | -5 | 99 | -17 | 100 | 0 | 0.7 | 15 | -8 | -7 | -3
COCCNC(=O)CS(=O)(=O)Cc1nc(-c2ccc(C)cc2)oc1C | 102 | -9 | 101 | -8 | 101 | -8 | 0.1 | 1 | -12 | -11 | -4
Cc1c(N)c(C(C)(C)C)cc(C(C)(C)C)c1[N+](=O)[O-] | 101 | 0 | 100 | -1 | 104 | -1 | 0.5 | 1 | -5 | -2 | -2
Cc1cccc(CN2CCN(c3nc4nonc4nc3NC3CC3)CC2=O)c1 | 88 | -3 | 90 | -7 | 94 | -4 | 1.6 | 6 | -2 | -3 | -2
C=CCOCCN(C)C1=NS(=O)(=O)c2cc([N+](=O)[O-])ccc21 | 104 | -1 | 101 | -1 | 101 | 4 | 1.2 | 13 | -3 | 3 | 2
Cc1nc2nc(SCC(N)=O)[nH]c2cc1Br | 100 | 4 | 100 | 5 | 96 | 0 | 0.5 | 3 | 0 | -2 | 2
CCCCc1ccc(NC(=S)NCc2ccccc2OC)cc1 | ? | -4 | 98 | -2 | 101 | -6 | -0.3 | 0 | -11 | -6 | -1
O=C(CC(=O)N/N=C/c1ccc(Cl)cc1Cl)NCc1ccccc1 | 100 | -1 | 95 | -5 | 99 | 0 | 0.0 | 0 | -4 | -4 | 2
CCN(C(=O)c1cc(Cl)ccc1OC)c1ccccc1C | 100 | 6 | 100 | -1 | 102 | -3 | 0.6 | 1 | -9 | -4 | -5
CCO[C@@H]1OC(C(=O)N2CCN(Cc3ccc4c(c3)OCO4)CC2)=C[C@H](C)[C@H]1CCCO | 102 | 0 | 102 | -1 | 103 | 0 | 0.9 | 2 | -4 | 0 | 0
CCC(C)(C)n1nnnc1CN1CCN(C(c2ccccc2)c2ccccc2)CC1 | 98 | -1 | 100 | -2 | 104 | 0 | 0.3 | 1 | -1 | -1 | -1
O=C1CC2CS(=O)(=O)CC2N1c1ccc(Cl)cc1Cl (stereo not drawn) | 103 | -15 | 103 | -23 | 99 | -5 | 1.8 | 31 | -12 | -11 | -7
COc1ccc(-c2cc(=O)[nH]c(NCc3ccccc3)n2)cc1 | 100 | 1 | 97 | 0 | 101 | 0 | 0.7 | 4 | -7 | 0 | -1
COc1cccc(NC(=O)COC(=O)c2ccco2)c1 | 98 | -9 | 102 | -21 | 101 | -4 | 1.2 | 41 | -7 | -7 | 0
Cc1cc(=O)n2nc(N3CCCC(C(=O)N4CCOCC4)C3)sc2n1 (stereo not drawn) | 95 | 3 | 93 | -1 | 97 | 0 | 0.0 | 0 | -2 | -4 | 0
CN(C)S(=O)(=O)c1ccc2nnn(OCC(=O)NC34CC5CC(CC(C5)C3)C4)c2c1 | 104 | -14 | 103 | -14 | 102 | -3 | -0.2 | -1 | -9 | -8 | -2
CCC(=O)NC(Nc1cc(C)cc(C)n1)(C(F)(F)F)C(F)(F)F | 106 | 9 | 110 | 12 | 108 | 12 | 0.4 | 1 | 12 | 10 | 21
O=C(/C=C\c1ccccc1)Nc1ccc(NC(=O)c2ccco2)cc1 | 102 | -1 | 96 | -4 | 100 | 0 | -0.1 | -1 | -1 | -2 | 0
CN(C)S(=O)(=O)c1ccc(Cl)c(NC(=O)CSc2nnnn2-c2ccc(O)cc2)c1 | 99 | -1 | 100 | 1 | 98 | 1 | 0.7 | 8 | -1 | 0 | -2
Cc1ccc(NC(=O)CCC(=O)NNC(=O)NC23CC4CC(CC(C4)C2)C3)cc1C | 101 | -2 | 99 | -3 | 100 | 2 | 1.8 | 7 | -2 | -3 | -1
Cc1[nH]c2ccccc2c1C(=O)CN1CCCC1 | 100 | -11 | 100 | -8 | 100 | 0 | 0.5 | 2 | -6 | -7 | -2
Cc1ccccc1-n1nc2c(c1NC(=O)c1ccc(S(=O)(=O)N(C)C)cc1)CSC2 | 99 | -1 | 103 | 0 | 106 | -4 | 0.3 | 0 | -6 | -2 | -1
COc1ccc(CCNC(=O)COC(=O)c2cnccn2)cc1 | 102 | 2 | 102 | 9 | 101 | -9 | 0.4 | 16 | 4 | -6 | -6
Cc1ccccc1NC(=O)c1ccc(-c2ccc(Cl)cc2Cl)o1 | 99 | -6 | 102 | -12 | 104 | 4 | -3.3 | -6 | -7 | -2 | 0
COc1ccccc1C(=O)NCC(=O)OCC(=O)Nc1cccc(S(=O)(=O)N2CCCCCC2)c1 | 96 | -2 | 100 | -4 | 99 | -1 | 0.3 | 2 | -5 | -2 | -2
O=C1CCC(=O)N1c1nc2n(n1)C(c1ccccc1)C=C(c1ccc(Br)cc1)N2 (stereo not drawn) | 104 | -2 | 101 | 0 | 102 | -1 | 0.1 | 0 | 0 | -2 | -1
CCOC(=O)c1nn(-c2cccc(OC)c2)c2nc(Nc3ccccc3)cc(=O)n12 | 99 | -5 | 100 | 0 | 100 | -5 | 0.9 | 2 | -9 | -8 | -4
O=C(NCc1ccncc1)c1cc2ccccc2nc1Cl | ? | -1 | 100 | -4 | 100 | 1 | 1.6 | 10 | 0 | 0 | 0
O=C(CC1Oc2ccccc2NC1=O)NCCCN1CCOCC1 (stereo not drawn) | 98 | -9 | 96 | -13 | 101 | -2 | 0.8 | 12 | -6 | -3 | 0
Cc1cc(NC(=O)c2cc(-c3ccccc3)on2)n(-c2ccccc2)n1 | 102 | -7 | 102 | -14 | 100 | -2 | -0.4 | 28 | -11 | -2 | -1
Cc1ccc2c(c1)N(CCCC(=O)NCCCN1CCCC1=O)C(=O)CO2 | 107 | -1 | 106 | -1 | 102 | 0 | 0.7 | 6 | -2 | -3 | -2
CCN(c1ccc(F)cc1)S(=O)(=O)c1ccc2[nH]cc(C(=O)NCCCN3CCOCC3)c(=O)c2c1 | 102 | -1 | 103 | -3 | 100 | -1 | -0.7 | -2 | -6 | -5 | 0
CCOc1ccc(C2c3[nH]c4ccccc4c3CCN2Cc2cn(CC)nc2C)cc1 (stereo not drawn) | 102 | -5 | 101 | 2 | 103 | 2 | 0.9 | 1 | 0 | -4 | 1
CCN(CC)S(=O)(=O)c1ccc(C(=O)OCC(=O)NCc2ccco2)cc1 | 97 | 0 | 91 | 0 | 101 | 0 | 0.0 | 1 | -1 | -3 | -3
COC(=O)C1CCN(C(=O)Nc2ccc(OC)cc2)CC1 | 104 | 1 | 101 | 0 | 102 | -1 | 0.4 | 1 | 0 | 0 | 0

No enrichment for hits, and some 0.94% of all compounds hit somewhere here.
